From PubChem BioAssay
H69AR growth 86K = growth inhibitors of human H69AR lung tumor cells; H69AR lung tumor viability, ATP luminescence, 72 h; hits give low values; viability, % at 10 µM; 85,000 compounds, 6% hits;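 active = viability at or below 40%; inactive = viability above 40%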;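 note: multidrug resistant small cell line overexpressing MRP-1 efflux transporter; 100% = mean luminescence of untreated control wells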
Fibroblast inh = blocks proliferation of human lung fibroblasts. 85,000 compounds, 1.1% hits. viability, % at 10 µM. LL 47 human lung fibroblast viability, ATP luminescence; hits give low values;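 active = viability at or below 50% in the single dose screen; inactive = viability above 50%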;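 note: compound exposure lasted 72 h before the ATP readout; 100% = median luminescence of untreated cell-only wells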
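Test system: LL 47 human lung fibroblasts / Incubation: 72 h compound exposure at 37 °C after overnight plating / Technique: luminescent ATP detection, CellTiter-Glo / Compound dosing: 0.1% DMSO in all compound wells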
sEH inh = soluble epoxide hydrolase (human) inhibition; 91,000 compounds, 0.34% hits; recombinant human sEH enzymatic activity assay; inhibition, % at 2 µM; P34913; in the data active = inhibition above about 80%; note: values of inactives mirror those of a sister screen read the other way; many of its hits are not listed in these tables
Target sequence (P34913 whole entry, looked up): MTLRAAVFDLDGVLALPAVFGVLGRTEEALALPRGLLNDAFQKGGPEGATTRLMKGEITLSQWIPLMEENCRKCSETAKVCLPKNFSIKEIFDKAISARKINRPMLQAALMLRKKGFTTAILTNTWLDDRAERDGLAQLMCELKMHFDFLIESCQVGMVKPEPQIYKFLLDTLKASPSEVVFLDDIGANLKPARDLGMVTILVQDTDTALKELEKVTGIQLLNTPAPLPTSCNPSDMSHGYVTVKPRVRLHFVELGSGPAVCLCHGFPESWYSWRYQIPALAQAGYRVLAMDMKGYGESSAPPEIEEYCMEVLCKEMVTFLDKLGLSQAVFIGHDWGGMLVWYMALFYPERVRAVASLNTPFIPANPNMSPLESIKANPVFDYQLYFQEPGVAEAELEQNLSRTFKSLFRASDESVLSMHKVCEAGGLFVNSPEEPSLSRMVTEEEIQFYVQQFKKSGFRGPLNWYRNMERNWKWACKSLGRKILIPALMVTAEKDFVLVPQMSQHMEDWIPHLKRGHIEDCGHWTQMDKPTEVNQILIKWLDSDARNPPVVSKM
S1P2 antag = blocks the human S1P2 receptor | 97,000 compounds, 0.21% hits | cell-based S1P2 antagonist assay, inhibition at 5 uM | AID 736 | O95136 | inhibition, % at 5 µM; in the data active = inhibition above about 45%;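 note: CRE beta-lactamase reporter cells expressing human S1P2 stimulated with S1P; 0% = agonist at EC80 alone and 100% = agonist plus reference antagonist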
Target sequence (O95136 whole entry, looked up): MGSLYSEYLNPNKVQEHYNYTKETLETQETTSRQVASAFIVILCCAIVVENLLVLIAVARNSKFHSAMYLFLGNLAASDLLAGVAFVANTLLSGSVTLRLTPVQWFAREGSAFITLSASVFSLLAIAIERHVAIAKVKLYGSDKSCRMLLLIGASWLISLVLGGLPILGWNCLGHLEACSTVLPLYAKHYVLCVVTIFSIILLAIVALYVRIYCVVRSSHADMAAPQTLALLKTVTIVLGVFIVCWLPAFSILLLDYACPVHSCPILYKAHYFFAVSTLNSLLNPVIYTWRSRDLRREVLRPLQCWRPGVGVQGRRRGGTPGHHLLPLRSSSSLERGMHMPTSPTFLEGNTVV
PostGolgi ctrl = growth of the yeast control strain, post-Golgi counter-screen; efflux-deficient yeast background strain, growth absorbance A615, 16 h; inhibition, % at 10 µM; 98,000 compounds, 5% hits; in the data active = inhibition above about 30%
PTPN22 act = activators of human LYP (PTPN22) phosphatase; activation, % at 2 µM; Q9Y2R2; AID 697; recombinant LYP, DiFMUP fluorescence; 0 = plate median, 100 = signal doubled; 96,000 compounds, 0.11% hits;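 active = activation at 2 µM above a set limit, the mean plus 5 SD, cut at about 37% in these data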
sEH act = soluble epoxide hydrolase (human) activation | 91,000 compounds, 0.04% hits | activation, % at 2 µM | P34913 | purified human sEH enzymatic activity, activator screen; in the data active = activation above about 37%; note: values of inactives mirror those of a sister screen read the other way
HUVEC inhibit = inhibitors of human endothelial cell proliferation; HUVEC proliferation, CellTiter-Glo luminescence, 72 h; hits give low values; 86,000 compounds, 1.1% hits; viability, % at 10 µM (by protocol); AID 648;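 active = viability at or below 30%; inactive = viability above 30%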;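 note: 100% = median luminescence of DMSO-only cell control wells on each plate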
S1P2 agonist = agonists of human S1P2 receptor | S1P2-expressing cell line, agonist reporter read-out | O95136 | 97,000 compounds, 0.46% hits | activation, % at 4.5 µM; in the data active = activation above about 16%;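 note: 0% = vehicle low control and 100% = maximal reference agonist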
The depositor's hits bear a star; / = no result given. Not all compounds are listed; rates above refer to the full screens.

SMILES	H69AR growth 86K	Fibroblast inh	sEH inh	S1P2 antag	PostGolgi ctrl	PTPN22 act	sEH act	HUVEC inhibit	S1P2 agonist
Cc1cc(C)n(C(=O)c2cc3c(s2)CCCC3)n1	71	98	2	19	2	2	-2	98	-3
Cc1cccc(NC(=O)c2ccccc2OCC(=O)N2CCOCC2)c1C	84	97	-4	12	3	-2	3	102	-3
CC(C)c1cc(N2CCN(C(=O)c3ccco3)CC2)n2c(nc3ccccc32)c1C#N	63	96	-8	9	2	-3	7	82	0
Cc1ccc(SCCNC(=O)c2cccc([N+](=O)[O-])c2C)cc1	/	/	14	7	26	-3	-12	/	-5
CC(C)(C)C(=O)c1no[n+]([O-])c1/C(=N/O)C(C)(C)C	95	96	-14	-27	23	4	13	115	-1
COc1ccc(N2CCN(C(=O)CCCN3C(=O)c4cccc5cccc(c45)C3=O)CC2)cc1	/	/	-3	8	2	1	4	/	-10
O=C(Nc1ccccc1C(F)(F)F)N1CCN(c2ccc3nncn3n2)CC1	89	95	/	/	-5	/	/	97	/
Cc1ccc(C(=O)Nc2ccncc2)o1	91	91	-2	-2	2	2	-1	89	-2
CCOC(=O)c1cc(C)n(Cc2cccc(OC)c2OC)c1C	81	100	/	7	21	-3	/	92	-3
O=C(c1ccccc1)N1CCC(c2nc3c(nnn3Cc3ccco3)c(=O)[nH]2)CC1	86	100	1	-3	1	11	-2	104	-4
CNC(=O)Cn1nc(C)c2ccccc2c1=O	88	100	/	16	-7	2	/	96	-3
CCOC(=O)C(CC)n1cnc2c(oc3ccccc32)c1=O (configuration not stated)	/	/	2	1	1	-18	-3	/	-2
COC(=O)c1sccc1NS(=O)(=O)c1ccc(OC)cc1	15*	84	/	7	18	11	/	70	-3
N#Cc1nc(-c2cccc3ccccc23)oc1NCCN1CCCCC1	13*	53	-3	-7	7	-2	3	5.1*	-3
O=C(N1CCCC1)C12CCC3CC(CC(C3)C1)C2	82	99	1	-41	3	-11	0	95	-2
Cc1cnn(C(=S)NCC2CCCO2)c1 (configuration not stated)	75	92	/	/	-6	/	/	94	/
O=C(CN1CCCN(S(=O)(=O)c2ccc(Br)cc2)CC1)Nc1ccc2c(c1)OCO2	12*	93	12	-10	14	-2	-8	89	-3
O=C(N1CCCCC1)N1CCCN(C(=O)N2CCCCC2)CC1	102	97	3	1	10	4	2	119	-6
CCOC(=O)C1CN(S(=O)(=O)c2cccc(C(F)(F)F)c2)c2cc(CC(=O)OC)ccc2O1 (configuration not stated)	/	/	4	21	8	6	-4	/	-5
Cc1[nH]nc2c1C(c1cccc(O)c1)C1=C(CC(C)(C)CC1=O)N2 (configuration not stated)	61	/	-6	9	6	-9	6	104	-5
O=C(CSc1ccc2c(c1)OCCO2)Nc1ccc2c(c1)OCO2	82	91	26	-19	1	-4	-26	84	-2
c1ccc(-c2csc(NNC3=NCCCCC3)n2)cc1	51	73	-7	-116	-5	-12	8	74	-4
COc1ccc(-n2cc(C(=O)c3cc4ccccc4oc3=O)c(C(C)=O)n2)cc1	/	/	2	-18	0	4	-3	/	-1
O=C(CCC(=O)Nc1nnc(C2CCCCC2)s1)NCC1CCCO1 (configuration not stated)	95	91	-5	0	0	9	6	93	-1
COc1ccc(NC(=O)Cn2nc3n(c2=S)CCC3)cc1	92	103	/	3	20	-1	/	92	-10
O=C(NCCc1cccc(Cl)c1)c1cccnc1	96	102	23	8	6	23	-22	104	-2
CCOc1nc(NCCO)nc(NCCC2=CCCCC2)n1	86	93	-5	-19	/	8	5	80	-2
CCOC(=O)c1[nH]c(C)c(C(=O)NC2CCCCC2)c1C	93	105	-5	5	6	-2	4	96	0
CC(=O)N1c2ccccc2C(C)(C)C2CCC(C)CC21 (configuration not stated)	90	103	-1	-18	/	-5	3	94	-4
Cc1ccc(CNC(=O)COC(=O)c2cnccn2)cc1	101	100	-6	5	-5	-1	4	95	-4
Cc1cc(Cl)c(S(=O)(=O)N2CCN(c3ccc(F)cc3)CC2)cc1OCC(N)=O	/	/	5	17	-5	-5	-6	/	-1
COc1ccc(C)cc1NC(=O)CN1CCN(C/C=C/c2ccccc2)CC1	/	/	-9	-13	14	-7	12	/	-4
O=C(CSc1ncnc2c1oc1ccccc12)NCc1ccc(F)cc1	60	89	24	-17	13	8	-21	74	0
CC(=O)c1sc(NC(=O)c2ccco2)nc1-c1ccccc1	76	108	/	10	9	26	/	104	0
FC(F)(F)c1cnc(-n2cc[nH]c2=S)c(Cl)c1	93	100	-4	-7	17	6	1	93	-5
COc1ccccc1CCn1c(N)c(C#N)c2nc3ccccc3nc21	/	/	-16	-31	12	3	13	/	16*
CC(C)[C@H](NC(=O)OC(C)(C)C)c1nnc(SCC(=O)Nc2ccc(Br)cc2)o1	84	92	11	12	4	1	-12	87	-6
CC(C)(C)C(=O)Nc1ccc(C(=O)Nc2cccnc2)cc1	67	114	2	11	9	9	-2	98	-3
CCC(OC(=O)c1cccs1)C(=O)NCc1ccc2c(c1)OCO2 (configuration not stated)	/	/	-2	5	-3	2	0	/	-4
O=C(CSC1=Nc2ccccc2C2=NC(c3ccccc3)C(=O)N12)NC1CCCCC1 (configuration not stated)	88	81	-12	-15	0	4	7	74	-4
O=S(=O)(NCCc1ccccn1)c1cccs1	80	94	2	-14	1	22	-1	95	-2
Cc1ccc(CN=Cc2[nH]c3ccc(Br)c(Cl)c3c2O)cc1	33*	103	7	-7	26	-11	-6	64	-1
OCCCc1nc2n(n1)C(c1cccs1)C=C(c1ccc(Br)cc1)N2 (configuration not stated)	79	90	5	15	19	-5	-6	76	-5
O=S(Cc1ccc(Cl)cc1)CC(O)COCc1ccc(Cl)cc1 (configuration not stated)	104	94	6	14	16	1	-8	96	-8
CN1C(=O)/C(=N\OC(=O)c2cccc3ccccc23)c2ccccc21	/	/	-10	36	25	8	10	/	-5

Compound profiles, as listed above. Values in the order: H69AR growth 86K | Fibroblast inh | sEH inh | S1P2 antag | PostGolgi ctrl | PTPN22 act | sEH act | HUVEC inhibit | S1P2 agonist
Entry for `COc1ccc(-n2cc(C(=O)c3cc4ccccc4oc3=O)c(C(C)=O)n2)cc1` : / | / | 2 | -18 | 0 | 4 | -3 | / | -1
Entry for `c1ccc(-c2csc(NNC3=NCCCCC3)n2)cc1` : 51 | 73 | -7 | -116 | -5 | -12 | 8 | 74 | -4

Other structures follow:
SMILES	H69AR growth 86K	Fibroblast inh	sEH inh	S1P2 antag	PostGolgi ctrl	PTPN22 act	sEH act	HUVEC inhibit	S1P2 agonist
COc1ccc(-n2c(Cc3cccn3C)nnc2SCC(=O)Nc2ccc3c(c2)OCCO3)cc1	87	99	8	-14	3	-8	-4	104	-8
O=C(COc1ncnc2ccc(Br)cc12)NCc1ccc2c(c1)OCO2	/	/	-4	-3	1	1	2	/	-4
CCCN1CCN(CCCNC(=O)Cn2nc(-c3ccc(C)cc3)ccc2=O)CC1	94	105	-6	9	2	-1	6	92	-1
CCOc1ccc(-c2nn(-c3ccccc3)cc2/C=C2\SC(=S)N(C3CCS(=O)(=O)C3)C2=O)cc1 (configuration not stated)	93	95	16	19	9	-6	-14	89	-10
Cc1cc(NS(=O)(=O)c2ccccc2)cc(Cl)c1O	92	93	/	21	12	4	/	94	0
COc1cccc2c1OCC(C(=O)NCc1ccc(Cl)cc1Cl)=C2	/	/	78	9	10	5	-79	/	-3
Cc1ccc(C)c(NC(=O)Cn2nc(-c3ccccc3)nc2-c2ccccc2)c1	/	/	2	1	4	-2	-3	/	-6
Cc1oc(-c2ccccc2F)nc1CN1CCC(C(=O)NCc2cccnc2)CC1	64	98	10	3	4	-4	-9	97	-9
COc1cc(OC)cc(C(=O)NC(=S)N2CCN(c3ccc(C(F)(F)F)cc3[N+](=O)[O-])CC2)c1	/	/	5	-9	2	1	-2	/	-5
COc1ccc(N(C(=O)c2ccc(S(=O)(=O)N3CCOCC3)cc2)C2C=CS(=O)(=O)C2)cc1 (configuration not stated)	90	101	3	16	1	-1	-4	97	-7
Cc1nc2ncnn2c(N2CCN(C(=O)c3cccc(F)c3)CC2)c1C	69	91	-5	2	/	10	7	87	-4
Cc1noc(C)c1C(c1ccccc1)c1ccccc1	/	/	-18	-16	14	16	17	/	-7
CSc1nc(-c2ccccc2)nc(SC)c1C(C)=O	80	99	-6	-16	8	-1	9	92	-3
CS(=O)(=O)Nc1ccc(C(=O)NCc2ccc3c(c2)OCO3)cc1	89	98	-4	-10	2	-9	7	105	-5
COc1ccc(Nc2nc(C)cc(C)c2C(N)=O)cc1	96	90	-7	-2	-9	1	6	100	0

Overlap with the part before: 2 entries, then new ones.
SMILES	H69AR growth 86K	Fibroblast inh	sEH inh	S1P2 antag	PostGolgi ctrl	PTPN22 act	sEH act	HUVEC inhibit	S1P2 agonist
CS(=O)(=O)Nc1ccc(C(=O)NCc2ccc3c(c2)OCO3)cc1	89	98	-4	-10	2	-9	7	105	-5
COc1ccc(Nc2nc(C)cc(C)c2C(N)=O)cc1	96	90	-7	-2	-9	1	6	100	0
CN(C)CCCN1C(=O)C(=O)/C(=C(/O)c2ccc3c(c2)OCO3)C1c1cccnc1 (configuration not stated)	96	96	-10	3	/	-4	11	106	-3
Cc1cc(SCc2ccccc2)nc(=O)[nH]1	96	102	6	-8	11	-9	-4	94	-1
Cc1c(Cl)ccc2c1NC(=O)[C@]21N[C@@H](CCC(N)=O)[C@H]2C(=O)N(c3ccc(F)cc3)C(=O)[C@H]21	100	96	1	5	5	1	-2	80	-9
COc1ccc(-c2ccc(NCCC3=CCCCC3)nn2)cc1OC	80	103	27	-4	-1	19	-26	86	-4
Cc1ccc(C(=O)N2CCN(C(=O)CN3CCOCC3)C2)cc1	95	100	/	/	-2	/	/	89	/
CCOC(=O)c1snc(C(=O)NC2CCCCC2)c1N	98	101	/	/	6	/	/	110	/
CNc1nc(Sc2ccccc2)cc(C(F)(F)F)n1	/	/	6	-37	-1	3	-8	/	1
N#CC1=C2SCC(O)(c3ccccc3)N2C(=O)CC1c1ccccc1F (configuration not stated)	15*	60	5	14	4	7	-3	37	-7
CCc1ccc(NC(=O)CSC2=C(C#N)C(c3ccco3)C3=C(CCCC3=O)N2)cc1 (configuration not stated)	88	94	14	23	5	-4	-12	86	-5
O=C(CN1C(=O)CSc2ccccc21)NC1CCCC1	90	99	/	-19	9	-10	/	91	-5
CC(C)(C)n1nc2c(c1NC(=O)c1ccccc1F)CS(=O)C2 (configuration not stated)	90	106	-2	2	-6	-6	6	96	-6
CC1(C)NC(=O)N(CC(O)CN2CCCC2)C1=O (configuration not stated)	103	92	11	9	-1	9	-7	94	-7
CCC(C)(C)n1nnnc1C(c1cc2ccc(OC)cc2[nH]c1=O)N1CCc2ccccc21 (configuration not stated)	64	101	10	8	40*	-7	-11	75	-10
Cn1c(Cc2cccs2)nnc1SCC(=O)N1CCCc2ccccc21	92	101	1	-17	0	11	1	84	-1
Cc1cccc(Cn2c(N(C)Cc3ccccc3)nc3c2c(=O)[nH]c(=O)n3C)c1	80	76	-8	-10	47*	0	6	73	7

The last two compounds of the section before are carried over, then new ones follow.
SMILES	H69AR growth 86K	Fibroblast inh	sEH inh	S1P2 antag	PostGolgi ctrl	PTPN22 act	sEH act	HUVEC inhibit	S1P2 agonist
Cn1c(Cc2cccs2)nnc1SCC(=O)N1CCCc2ccccc21	92	101	1	-17	0	11	1	84	-1
Cc1cccc(Cn2c(N(C)Cc3ccccc3)nc3c2c(=O)[nH]c(=O)n3C)c1	80	76	-8	-10	47*	0	6	73	7
CCOC(=O)CSc1nc(C)c(C(C)=O)cc1C#N	76	91	-4	-3	10	-16	5	99	-3
O=C1c2ccccc2N2C(=O)c3ccccc3C2N1O (configuration not stated)	78	109	-4	17	5	5	4	96	-2
Nc1ccc2nn(-c3cccc4ccccc34)nc2c1	/	/	14	8	4	3	-15	/	-1
CC1(C)CC(=O)C(/C=N/n2c(C(F)(F)F)nc3ccccc3c2=O)=C(O)C1	88	98	-1	3	0	6	-3	102	-4
CC(NC(=O)CSc1nc2c(cc1C#N)CN(C)CC2)c1ccccc1 (configuration not stated)	16*	110	/	-4	-1	6	/	97	-5
Cc1ccc(C(=O)c2cnc3ccccc3c2-c2ccccc2)cc1	/	/	-10	9	17	-7	10	/	-6
COC(=O)c1cc(C#N)c(Oc2cccc(C)c2C)nc1C	/	/	-1	5	-9	3	2	/	5
